Compound activity deposited in PubChem by several laboratories.
MOR-DOR inv ag = mu-delta opioid heterodimer inverse agonism | P35372+P41143 | cell-based MOR-DOR heterodimer luminescence | inhibition, % at 9.3 µM | actives 0.21% (n = 340,000); in the data active = inhibition above about 22%, passing the limit was not always enough;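 also: 0% = cells with DMSO and 100% = wells without cells with DMSO; values of inactives mirror those of a sister screen read the other way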
RTF Ca sens inh = cardiac RTF calcium desensitization; IANBD-labeled cardiac RTF, Ca2+ fluorescence; inhibition, % at 7.15 µM; actives 0.12% (n = 340,000); AID 493244;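 active = inhibition above the mean inhibition of all tested compounds plus 3 SD, cut at about 17% in these data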;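 also: assay run at fixed EC70 calcium of 1.6 mM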
LANA DNA inh = inhibitors of KSHV LANA C-terminal domain DNA binding. MBP-C-LANA/FAM-LBS DNA binding, fluorescence polarization. actives 0.078% (n = 340,000). inhibition, % at 9 µM;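 active = highest replicate inhibition at or above 60% at 9 µM, even if other replicates fall short; inactive = all replicates below 60% inhibition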;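 also: 0% = neutral control wells and 100% = 4 µM acridine orange control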
V-ATPase pH = yeast V-ATPase proton transport regulation by pHLuorin. S. cerevisiae, pHLuorin cytosolic pH fluorescence. response, % at 10 µM. actives 0.37% (n = 350,000); in the data active = response mostly above about 7.3%, no sharp cut-off; inactive = mostly below about 5.4%; also: actives read high; inactives centre near 0; some compounds called inactive have numbers as strong as hits; reference of the scale not given here
RTF Ca sens act = cardiac RTF calcium sensitization; P19429+P45379; IANBD-labeled TnC RTF fluorescence at EC20 calcium; 0% EC20 calcium, 100% full calcium; activation, % at 7.2 µM; actives 0.24% (n = 340,000); AID 493008;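 active = activation above the mean over all tested compounds plus 3 SD, cut at about 30% in these data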;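 also: rise in fluorescence read as greater calcium sensitivity of cardiac thin filaments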
Wnt act = activators of Wnt/beta-catenin signaling | actives 1.2% (n = 300,000) | Wnt/beta-catenin reporter cell assay, activator, plate reader | activation, % at 9.35 µM; in the data active = activation above about 30%, passing the limit was not always enough;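 also: 0% = neutral control wells and 100% = positive control wells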
MOR-DOR ag = agonists of human mu-delta opioid receptor heterodimerization | cells, OPRM1-OPRD1 heterodimerization, luminescence | activation, % at 9.3 µM | AID 504326 | actives 0.3% (n = 340,000) | P35372+P41143; in the data active = activation above about 18%;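 also: 0% = vehicle-treated cells and 100% = reference agonist; values of inactives mirror those of a sister screen read the other way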
DSG3 Ab inh = human desmoglein-3 autoantibody binding inhibition | DSG3-coupled beads, scFv-anti-DSG3-GFP binding, flow cytometry; active compounds read low | AID 588358 | binding (percent of control), % at 10 µM | actives 0.48% (n = 310,000) | P32926;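 active = binding more than 3 SD below its plate's average and above zero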;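 also: hits lower antibody fragment binding to DSG3; some compounds called inactive have numbers as strong as hits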
Keap1-Nrf2 PPI = disrupts human Keap1 binding to Nrf2 peptide. Keap1 Kelch-Nrf2 peptide fluorescence polarization, 1536-well. inhibition, % at 9.4 µM. actives 0.15% (n = 340,000). AID 504523; in the data active = inhibition above about 12%;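 also: human Keap1 Kelch domain with fluorescein labeled Nrf2 9mer peptide probe; 0% = neutral control wells and 100% = peptide positive control; higher means more block of Keap1 binding to Nrf2 peptide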
Target sequence (Q14145 whole entry, looked up, the tested form may be a part): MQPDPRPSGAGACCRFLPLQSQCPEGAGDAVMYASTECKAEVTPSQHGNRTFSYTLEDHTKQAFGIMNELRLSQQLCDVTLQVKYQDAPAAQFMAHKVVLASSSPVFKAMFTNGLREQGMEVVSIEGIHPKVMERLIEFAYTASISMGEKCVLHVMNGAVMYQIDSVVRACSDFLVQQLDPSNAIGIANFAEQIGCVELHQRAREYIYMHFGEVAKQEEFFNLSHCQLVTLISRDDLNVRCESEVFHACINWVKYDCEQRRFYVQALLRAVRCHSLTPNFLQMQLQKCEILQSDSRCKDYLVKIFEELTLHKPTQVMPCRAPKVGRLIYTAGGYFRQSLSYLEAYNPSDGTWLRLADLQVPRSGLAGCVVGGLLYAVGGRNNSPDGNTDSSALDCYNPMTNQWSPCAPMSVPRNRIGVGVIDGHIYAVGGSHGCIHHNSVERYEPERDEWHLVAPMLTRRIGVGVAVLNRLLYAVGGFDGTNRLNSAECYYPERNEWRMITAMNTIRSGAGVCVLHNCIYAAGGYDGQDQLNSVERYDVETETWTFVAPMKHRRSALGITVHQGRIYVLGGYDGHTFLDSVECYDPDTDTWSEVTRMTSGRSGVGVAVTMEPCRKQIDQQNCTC
Arrestin-AP2 inh = human beta-arrestin and AP2 interaction inhibition; FITC-arrestin peptide / GST-AP2 beads, flow cytometry; AP2 beta2 appendage carries R879A mutation; inhibition, % at 10 µM; actives 0.31% (n = 340,000);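 active = inhibition above a set limit, near 3 SD of compounds lacking own fluorescence, cut at about 54% in these data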;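 also: plate controls were DMSO wells for no effect and 5 µM unlabelled arrestin peptide for full effect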
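System: GST-AP2 R879A glutathione beads | Also added: FITC-arrestin peptide, 50 nM | Times: 12 min plus 1 h, RT | Signal: Bead flow cytometry, FITC channel | Buffer or medium: PBS with 0.05% Tween 20 and 0.1% BSA | Read-out basis: Percent drop in bead-associated FITC signal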
* marks the source's active call; other numbers are inactive results; x = not tested or not shown. Not a hit list, and some 3.1% of all compounds hit somewhere here.

SMILES	MOR-DOR inv ag	RTF Ca sens inh	LANA DNA inh	V-ATPase pH	RTF Ca sens act	Wnt act	MOR-DOR ag	DSG3 Ab inh	Keap1-Nrf2 PPI	Arrestin-AP2 inh
O=C1SC(Cc2ccccc2)C(=O)N1c1ccccc1 (centres undefined)	x	x	x	2	x	-1	x	110	x	38
O=C(COc1ccc(Cl)cc1)OCC(=O)c1ccc[nH]1	13	-2	0.0	-1	-4	0	-3.2	107	-4	-4
COc1ccc(-c2ccc(Nc3ccc(C(=O)N4CCOCC4)cc3)nn2)cc1OC	8	-12	0.5	-4	5	-4	-1.4	115	-1	-5
CCOc1ccc(Br)cc1C1=NN(C(C)=O)C(c2ccc([N+](=O)[O-])s2)O1 (centres undefined)	-10	-4	3.0	0	4	4	1.8	97	3	-6
CCOc1ccc2[nH]c3c(=O)n(CCC4=CCCCC4)cnc3c2c1	-9	-17	-1.8	0	0	1	1.7	91	0	1
CN(Cc1cn[nH]c1-c1ccc(-c2ccccc2)cc1)CC1CCOCC1	15	-4	-0.3	-3	3	12	-3.0	98	0	-5
CCn1nc(NC(C)=O)c2cc3ccc(C)cc3nc21	11	0	0.3	-113	1	0	-1.9	93	-2	9
O=C(C1=C[C@H](c2ccc3c(c2)OCO3)C[C@H](OCCCCO)O1)N1CCN(Cc2ccc3c(c2)OCO3)CC1	0	0	-0.9	-4	4	-3	-0.1	105	-3	6
CCN(CC)c1ccc(S(=O)(=O)N2CCOCC2)cc1NC(=O)Cn1nc(C)c([N+](=O)[O-])c1C	11	3	-0.1	0	-3	1	-2.9	103	-1	26
COc1ccc(CC2(CO)CCN(Cc3cnn(-c4ccc(F)cc4)c3)CC2)cc1	2	-8	4.3	2	-3	0	-0.3	92	4	-13
CCCS(=O)(=O)N1CCN=C1SCc1cccc2ccccc12	-4	-2	0.5	0	1	9	0.6	86	5	0
O=S(=O)(Nc1nccs1)c1ccc(Nc2nnc(-c3ccccc3)c3ccccc23)cc1	14	5	-0.5	0	0	-9	-2.5	102	-2	5
O=C(c1cccc(F)c1)N1CCN(CC2CC3C=CC2C3)CC1 (centres undefined)	10	11	5.4	0	-1	1	-2.1	111	0	0
O=C(COC(=O)[C@H](Cc1c[nH]c2ccccc12)NC(=O)c1ccc(Cl)cc1)Nc1ccc2c(c1)OCO2	-19	-3	0.7	-3	0	x	4.3	103	6	3
Cc1occc1C(=O)NC1CCCc2ccccc21 (centres undefined)	2	-3	-1.5	-5	-1	x	-0.3	101	-1	-2
Cc1ccc(NC(=O)COC(=O)Cc2ccsc2)cc1S(=O)(=O)N1CCOCC1	3	-12	0.3	-2	1	x	-0.5	102	-5	2
Clc1cccc(Cl)c1C[n+]1cccc2ccccc21	9	-6	0.0	-1	6	-1	-1.8	112	-6	-11
C#CC1(O)CCCC2C3CCC4CC(OC(C)=O)CCC4(C)C3C(=O)CC21C (centres undefined)	-11	3	-0.1	-1	-11	-2	2.2	94	-1	2
COc1ccc(NS(=O)(=O)c2ccc(-c3n[nH]c(=S)n3Cc3ccccc3)cc2)cc1	13	-2	3.3	-1	5	-1	-2.4	98	1	33
COc1ccc(N2C(=O)C(CC(=O)Nc3ccccc3)N(Cc3cccs3)C2=O)cc1 (centres undefined)	-1	-11	0.0	16*	4	-10	0.1	103	1	27
CCCCOC(=O)Nc1ccccc1C(=O)OC	-28	3	-0.2	2	3	x	4.8	102	-5	2
O=C(NNc1nc2c(F)cccc2s1)C1COc2ccccc2O1 (centres undefined)	15	0	-0.6	10	2	0	-2.9	101	-2	-26
CC(=O)Nc1ccc(S(=O)(=O)Nc2ccc(NC(=O)c3ccco3)cc2)cc1	-2	-2	-1.4	10	4	x	0.4	102	-1	1
O=S1(=O)CCOC[C@H](Cc2ccccc2)N1Cc1cccc(Cl)c1	-41	-1	-3.0	8	-5	-3	7.5	102	1	23
COC(=O)C1=C(N)Oc2cc(C)[nH]c(=O)c2C1c1ccc(Cl)cc1 (centres undefined)	22	0	0.7	5	-2	1	-4.2	97	-4	-4
Cc1ccc(S(=O)(=O)NC2c3cccc4cccc(c34)C2Sc2n[nH]c(N)n2)cc1 (centres undefined)	12	-7	2.0	3	2	-4	-2.2	101	-7	-5
CCOc1ccc(N2C(=O)CC(NCCNc3ccc([N+](=O)[O-])cn3)C2=O)cc1 (centres undefined)	16	-5	-0.3	-4	-7	-2	-3.2	81	-3	-8
COc1ccc(C(=O)NCCS(=O)(=O)N(C)C2CCCCC2)cc1	11	4	-2.2	3	4	-2	-2.0	123	-2	-10
O=C(COC(=O)c1cc[n+]([O-])cc1)Nc1cccc(Br)c1	9	-19	-0.9	-3	-9	-1	-1.7	103	0	3
COc1ccccc1NC(=O)NCC(=O)Nc1c(C)cccc1C	14	2	-0.3	-3	0	-2	-3.1	76	1	2
CCN(C(=O)COC(=O)c1c2c(nc3ccccc13)CCC2)c1c(N)n(Cc2ccccc2)c(=O)[nH]c1=O	8	-10	1.3	9	8	-6	-1.4	103	-2	-16
COC(C(=O)N/N=C(\C)c1ccc(O)cc1)c1ccccc1 (centres undefined)	7	-4	-1.0	2	-4	2	-1.3	103	-1	-10
COCc1ccc(-c2c(-c3cccc(OC)c3)sc3ccc(OC)cc23)cc1	0	-12	0.5	2	5	-2	-0.1	106	-2	2
Cc1cc(Cl)ccc1C(=O)C1CCCN(C(=O)c2cscn2)C1 (centres undefined)	9	-2	-1.7	-1	-6	1	-1.7	99	-1	9
Cc1cc2c(C)c(C)c(=O)[nH]c2cc1N	-14	-10	0.1	-7	-8	0	2.8	113	-7	2
Clc1nc(-c2ccccc2)cc(-c2ccc(Br)cc2)n1	-39	-14	-0.1	2	8	3	6.9	102	-3	15
CCCCCCn1c(CN2CCCCC2)nc2c1c(=O)n(C)c(=O)n2C	-19	-5	4.1	-4	11	-6	3.3	107	-3	2
CC(Oc1cc2oc(=O)c3c(c2cc1Cl)CCCC3)C(=O)NCCN1CCOCC1 (centres undefined)	10	-4	0.5	0	-1	0	-1.9	89	0	-1
C#CCOCCOCCOCCNc1nc(N2CCN(C(=O)Cn3cc(CC(C)O)nn3)CC2)nc(N2CCN(C(=O)Cn3cc(CC(C)O)nn3)CC2)n1 (centres undefined)	4	0	-0.8	-5	5	1	-0.9	104	-5	18
COc1ccc(Cc2c(C)nc(N)nc2Cl)cc1	-19	5	-1.4	-1	-4	1	2.6	106	-5	-1
COC(CSc1ncnc2c1oc1nc3c(cc12)COC(C)(C)C3)OC	6	1	1.0	-1	-9	4	-1.2	x	1	-1
Cc1ccccc1Oc1cc(-n2ncc(Cl)c(Cl)c2=O)ncn1	11	-22	0.7	4	1	-13	-2.0	120	1	8
Cc1nc(SCC(=O)N2CCN(C(=O)c3ccco3)CC2)c2c(C)c(C)sc2n1	4	2	0.0	-7	4	-3	-0.6	90	3	8
COC(=O)c1c(-c2cccs2)csc1NC(=O)CSc1ncnc2sc(C)c(C)c12	12	-2	1.1	-4	-2	0	-2.3	90	5	0
CCNS(=O)(=O)c1ccc(CCC(=O)NCc2ccccc2)cc1	0	1	1.6	-1	3	0	0.0	96	1	-1
CCn1c(Cc2ccccc2)nnc1SCc1ccc([N+](=O)[O-])cc1	0	-7	0.3	0	5	9	-0.1	81	-3	-1
COc1ccc(C(=O)CSc2nc(SC)ns2)cc1OC	6	-5	-1.0	-2	-7	-3	-1.5	x	0	-5
CCOc1ncccc1C(=O)Nc1ccc2nc(C)sc2c1	-4	0	1.6	7	5	2	0.6	114	-1	5
C/C=C/C(=O)N1CC2(CC(c3cccc(NC(=O)CC)c3)=NO2)C[C@H]1C(N)=O (some centres undefined)	19	-28	1.5	-5	-5	-1	-3.4	101	-6	13
Cc1ccc(S(=O)(=O)N2CCC(C(=O)C3C(=O)CCCC3=O)CC2)cc1	10	0	0.4	5	-1	-1	-1.9	99	-2	-2
Cc1ccc(CN2CC(C(=O)N3CCN(S(=O)(=O)c4ccc(C)cc4C)CC3)CC2=O)cc1 (centres undefined)	-4	-15	-0.6	-1	2	0	1.0	113	-1	-10
Cc1ccc(S(=O)(=O)N(C)C)cc1NC(=O)COC(=O)/C=C/c1ccc2c(c1)OCO2	-5	12	-1.0	2	7	-1	1.0	115	-1	-3
CN(C)S(=O)(=O)N1CCC(Oc2ccc(C(=O)N3C[C@@H]4CCC[C@H]3C4)cc2)CC1	1	-8	-2.8	1	-3	-2	-0.2	115	-3	4
CSc1ccc(NC(=O)CSc2nc3[nH]c(=O)cc(O)c3s2)cc1	16	-6	-1.3	0	-1	-6	-3.9	x	-4	-2
O=C(N/N=C/c1ccccn1)c1cccc(S(=O)(=O)Nc2ccccc2Cl)c1	-6	2	-0.3	2	-2	-2	1.2	98	-5	-10
CCC1Oc2ccc(C)cc2N(CC(=O)NCCCN2CCOCC2)C1=O (centres undefined)	2	8	0.0	-1	6	-1	-0.4	97	-4	26
CC1=C(C#N)C(C(F)(F)F)(C(F)(F)F)N=C(c2ccco2)N1	14	-4	3.2	-1	1	3	-3.0	126	0	-9
CCOC(=O)CCC(=O)Nc1ccc(S(=O)(=O)N2CCCC2)cc1	1	1	2.4	2	-5	-1	-0.2	102	-1	8
COC(=O)c1cc2ccccc2c([N+](=O)[O-])c1O	10	-4	-0.1	-3	4	0	-2.0	92	1	-12
COc1ccc2c(=O)cc(-c3ccccc3)n(C)c2c1	9	-7	-0.4	4	2	-2	-1.5	96	0	3

3 compounds from above, limited to Wnt act:
SMILES	Wnt act
CCCS(=O)(=O)N1CCN=C1SCc1cccc2ccccc12	9
CC1=C(C#N)C(C(F)(F)F)(C(F)(F)F)N=C(c2ccco2)N1	3
O=C(C1=C[C@H](c2ccc3c(c2)OCO3)C[C@H](OCCCCO)O1)N1CCN(Cc2ccc3c(c2)OCO3)CC1	-3

New compounds follow
SMILES	MOR-DOR inv ag	RTF Ca sens inh	LANA DNA inh	V-ATPase pH	RTF Ca sens act	Wnt act	MOR-DOR ag	DSG3 Ab inh	Keap1-Nrf2 PPI	Arrestin-AP2 inh
Cc1ccc(S(=O)(=O)N2CCOCC2)cc1C(=O)N1CC(C)CC(C)C1 (centres undefined)	3	-2	0.5	3	-4	1	-0.5	93	-3	37
C=CCSC1=C(C#N)C(c2ccccc2OC)CC(=O)N1 (centres undefined)	17	6	0.7	-1	-3	-1	-4.0	x	-6	-3
CCOC(=O)CCCCNCc1ccccc1	1	-5	-0.9	-1	9	-1	-0.2	98	-3	2
CCc1nc2ccccc2c(C(=O)NCc2ccccc2)c1C	-13	-1	-0.5	2	-1	-2	2.4	119	5	25
O=C(CNC(=O)c1ccccc1C(=O)O)c1ccccc1	3	1	1.2	3	4	x	-0.6	93	-7	-8
NC(=O)C1(C(N)=O)OC1c1ccc(Cl)cc1Cl (centres undefined)	5	-5	0.4	-3	-1	0	-0.9	103	2	4
